# Screening results: PubChem, several laboratories
# COUP-TFII inh – NR2F2 (human) inhibition, primary screen; HEK293T NGFI-A luciferase reporter, luminescence; inhibition, % at 8.6 µM; hit rate 0.7% among 370,000;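 active = inhibition above a per-plate cutoff, mean inhibition of test wells between control levels plus 3 SD, cut at about 38% in these data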;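 note: cells cotransfected with COUP-TFII expression vector driving the NGFI-A reporter; 0% = median of COUP-TF2 test wells and 100% = reporter-only cells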
# KKLEB cytotox – reduces viability of KKLEB cystic fibrosis airway cells | hit rate 0.36% among 360,000 | activity change (cytotoxicity), % at 5 µM | KKLEB CF airway cells viability, ATPlite luminescence, overnight; stronger effect = lower value; cells stimulated with P. aeruginosa culture filtrate;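 active = corrected activity change at or below -50% at 5 µM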
# SRC1 inh – human NCOA1 inhibition; HEK293 GAL4-SRC1 luciferase reporter, luminescence; Q15788; hit rate 0.12% among 360,000; inhibition, % at 3.6 µM;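 active = inhibition above the campaign mean plus 3 SD, with each screening campaign given its own cutoff, cut at about 60% in these data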;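 note: 0% = DMSO treated cells and 100% = gossypol at 36 µM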
# TRAIL sens C8 – sensitizes caspase-8 expressing cells to TRAIL; inhibition (viability loss, TRAIL sensitization), % at 10 µM; NB7+C8 cells + TRAIL, ATPlite viability luminescence; hit rate 1% among 360,000;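 active = compounds causing at least 50% loss of cell viability in the single-dose screen, relative to plate controls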
# TWEAK-Fn14 inh – TWEAK-Fn14 signaling inhibition; TWEAK-stimulated Fn14 reporter cells, luciferase luminescence, 8 h; inhibition, % at 10 µM; hit rate 2% among 360,000; AID 1159606; in the data active = inhibition above about 50%
# SRC3 inh – inhibitors of human steroid receptor coactivator 3 (SRC3). Q9Y6Q9. HEK293 GAL4-SRC3 luciferase reporter, luminescence. inhibition, % at 3.6 µM. hit rate 0.17% among 360,000. AID 588352;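 active = inhibition above a per-campaign cutoff, the mean of all compounds plus 3 SD, cut at about 60% in these data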;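 note: 0% = DMSO-treated cells and 100% = gossypol-treated cells at 36 µM; higher means less SRC3-driven luciferase light from the GAL4 reporter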
# CF NFkB block – cystic fibrosis NF-kB activation inhibition. KKLEB NF-kB-GFP reporter, PAF-induced, GFP fluorescence overnight. inhibition, % at 5 µM. hit rate 0.86% among 360,000;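 active = at least 50% inhibition at 5 µM, scaled per plate between neutral and stimulator controls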;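 note: PAF is a Pseudomonas aeruginosa culture filtrate used as stimulus; plate controls were PAF-stimulated DMSO wells for no effect and unstimulated DMSO wells for full effect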
# EBV LMP1 NFkB – reduces LMP1-driven NF-kappaB luciferase signal; LMP1-induced NF-kappaB luciferase reporter cells, luminescence; inhibition, % at 12.5 µM; hit rate 0.69% among 350,000; AID 504558; in the data active = inhibition above about 41%;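 note: 0% = neutral control wells and 100% = reference inhibitor control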
# TROY NFkB inh – inhibitors of TROY-dependent NF-kB signaling; inhibition, % at 10 µM; hit rate 0.98% among 360,000; Q293 LMP1-TROYcd NF-kB luciferase reporter, 4 h;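 active = compounds whose plate-normalised and pattern-corrected inhibition of the luciferase reporter signal at the single screening dose is 50% or more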
# LRH-1 inv ag – inverse agonists of human LRH-1 (NR5A2); hit rate 0.13% among 360,000; HEK293T StAR-luciferase reporter, LRH-1 transfected, 24 h; inhibition, % at 3.6 µM; O00482; AID 602396;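 active = inhibition above the mean inhibition of all tested compounds plus 3 SD, cut at about 73% in these data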;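 note: 0% = DMSO wells and 100% = reporter-only cells lacking LRH-1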
# Shn3 inh set2 – Schnurri-3 reporter inhibition in Clone20 osteoblasts; Clone20 osteoblast Shn3 3'UTR firefly luciferase, 24 h; inhibition, % at 12.5 µM; hit rate 0.52% among 360,000; AID 588674;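 active = mean inhibition of at least 75% with every replicate also reaching 75%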;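 note: 0% = median of neutral control wells and 100% = pilot-screen positive control compound; some compounds past the cut are filed as inactive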
# * = called active by the depositor; / = no result given. This is a subset. The share of hits here may be higher or lower than overall.
SMILES,COUP-TFII inh,KKLEB cytotox,SRC1 inh,TRAIL sens C8,TWEAK-Fn14 inh,SRC3 inh,CF NFkB block,EBV LMP1 NFkB,TROY NFkB inh,LRH-1 inv ag,Shn3 inh set2
COc1cc(/C=C2\SC(=O)N(c3ccccc3Cl)C2=O)cc([N+](=O)[O-])c1O,8.9,-29.4,-11.5,-3.5,32.3,9.5,15.1,1.0,23.7,-11.2,6.1
Cc1cc(N2CCN(c3ccccc3)CC2)nc(-c2ccccc2O)n1,-1.1,-3.7,6.1,0.0,2.1,5.8,-33.3,6.0,-6.3,-3.1,5.4
Cc1[nH]c2ccccc2c1C(=O)C(=O)N1CCOCC1,-4.7,-1.7,-27.6,-24.3,-8.0,-1.4,4.3,-2.1,-2.2,-10.3,0.1
CCOc1ccc(NS(=O)(=O)c2ccc(NC(C)=O)c(OC)c2)cc1,-7.4,-2.8,-20.1,-11.8,2.3,8.7,-5.9,0.9,-5.1,-8.1,27.0
COc1ccc(OC)c(NC(=O)C(Sc2ccccc2)c2ccccc2)c1 (stereo not given),-9.0,-1.5,-6.5,-7.5,8.1,-29.2,1.3,-3.6,-4.2,7.9,6.7
Cc1cccnc1NC(=O)Nc1ccccc1,-26.3,11.2,-59.3,2.3,-11.8,-37.2,-1.4,-6.1,-28.3,-55.4,-71.5
Cc1nc([N+](=O)[O-])cn1CC(=O)Nc1ccc([N+](=O)[O-])cc1,8.8,-15.6,10.3,11.4,-13.3,1.8,-12.4,-5.0,9.3,7.5,-0.2
O=[N+]([O-])c1ccccc1/C=N\Nc1nccs1,0.3,3.7,0.4,-14.6,-1.2,-37.7,-45.3,-9.4,-5.9,-5.0,9.1
CSc1nncn1/N=C/c1ccc([N+](=O)[O-])cc1,-32.1,-0.3,3.4,-3.1,8.9,-1.4,-7.5,0.0,1.5,10.1,-0.9
CC(=O)N/C(=C\c1ccc(C)cc1)C(=O)O,3.8,7.9,-7.0,-7.1,-8.9,12.7,-3.9,-10.3,-0.8,-3.0,10.3
Cc1ccc(-c2cc(Cc3ccncc3)c(=O)[nH]n2)cc1,9.2,7.9,-8.9,6.0,12.4,-3.4,1.1,-2.2,-20.2,-13.5,8.1
CC(=O)c1sc(NC(=O)c2cccnc2Cl)nc1C,-25.7,8.8,-48.1,2.6,-8.8,-14.3,-6.8,4.4,-25.2,-19.8,-12.9
COc1ccc(OC)c(NC(=O)CN2C(=O)NC3(CCOc4ccccc43)C2=O)c1 (stereo not given),16.1,-3.3,-5.4,-5.5,6.1,-14.6,9.7,-4.7,10.8,4.6,-3.3
Brc1ccccc1OCCNCc1ccccc1,-4.8,5.3,-8.2,1.8,-18.7,-19.8,3.9,-2.0,-25.4,-14.5,-1.9
COc1cc(OC)nc(NC(=O)NS(=O)(=O)c2ccccc2Cl)n1,-28.6,3.4,2.1,1.6,-2.5,6.4,2.2,-15.1,-13.4,2.5,-8.0
CN(C(=O)c1ccc2c(c1)CCO2)C(C)(C)C,10.2,5.0,-1.8,-4.9,0.3,0.0,12.2,/,-15.1,-9.4,/
CN(c1ccccc1)S(=O)(=O)c1cc(C(=O)N2CCN(c3ncccn3)CC2)ccc1Cl,2.0,4.2,-46.9,8.8,-62.5,-104.9,23.5,7.2,0.8,1.0,9.5
Cc1ccc(C(=O)Nc2ccccc2N2CCCC2)cc1,8.1,-6.2,-4.4,29.4,3.1,-5.8,-24.1,2.0,-41.2,0.5,8.6
CC(=O)NC1=NN(C(C)=O)C(C)(c2ccc(C)cc2)S1 (stereo not given),-2.0,-12.8,-1.4,1.0,-6.0,-3.4,1.0,7.4,6.2,3.6,0.8
Fc1ccccc1Nc1nc(NCc2ccco2)nc(N2CCOCC2)n1,-19.8,-1.3,0.1,-4.4,18.1,4.6,3.0,8.0,-3.2,-14.9,8.8
Cc1ccnc(NS(=O)(=O)c2ccc(NC(=O)c3oc4ccccc4c3C)cc2)n1,0.7,2.0,-1.6,-14.6,6.6,7.4,-16.6,-1.9,1.6,-35.7,4.5
O=C(Nc1ccccc1C(=O)NCc1ccco1)c1ccccc1,6.6,-5.5,0.0,3.0,8.0,22.9,5.7,-2.3,-3.2,-10.8,3.5
Cc1ccc2nc3c(cc(C(=O)NCC4CCCO4)c(=N)n3CCCOC(C)C)c(=O)n2c1 (stereo not given),-17.0,-0.6,7.5,-1.0,-17.9,-5.4,-47.1,-9.2,-20.3,-11.6,1.2
CCOC(=O)C1CCCN(C(=O)COc2ccc(S(=O)(=O)N3CCOCC3)cc2)C1 (stereo not given),5.9,10.4,-20.5,-0.3,-2.7,4.0,6.3,-5.3,-12.4,15.9,-3.3
COc1ccc(S(=O)(=O)N[C@H](C(=O)O)C(C)C)cc1,6.1,3.9,-3.0,1.2,-14.3,-16.8,-1.6,-8.0,10.6,-21.5,-17.6
CCc1ccc(-n2c(SCC(=O)c3ccc4c(c3)NC(=O)CO4)nc3ccccc3c2=O)cc1,-9.9,-3.9,7.2,31.5,-113.2,4.5,-7.8,-6.4,10.2,-2.3,-0.7
O=C(O)C1Cc2ccccc2CN1C(=O)CCl (stereo not given),-1.4,1.7,-12.9,1.9,10.7,7.4,4.5,8.2,10.6,12.3,-4.0
CC1=C[C@@H](C)[C@@H](c2ccccc2)OC1=O,-10.1,0.5,1.4,-15.2,-1.8,-6.4,-4.6,-2.1,-14.7,-2.1,-7.9
Cc1cc[n+]2cc(-c3cccc([N+](=O)[O-])c3)c(-c3cccc([N+](=O)[O-])c3)cc2c1,20.8,-2.5,-0.7,-6.6,-6.2,14.4,-1.2,-12.6,-9.0,-13.9,1.3
N#Cc1c(-c2ccc(F)cc2)cc(-c2cccnc2)nc1N,-3.5,-36.3,-2.1,-2.3,-16.9,10.9,4.3,5.0,10.2,10.3,23.7
COc1ccc(Cl)cc1NC(=O)Cn1c(=O)n2nc(C)nc2c2ccccc21,24.1,-9.9,0.3,1.1,-3.4,16.7,15.1,-5.1,-12.1,25.0,-0.4
COc1ccc(-c2[nH]ncc2CN2CCC(OCc3ccccn3)CC2)c(F)c1,21.8,-10.0,6.5,2.8,-13.8,-4.1,20.9,5.6,-1.9,7.4,-2.2
CC1(C)CC(=O)N(c2ccc(Cl)c(Cl)c2)C(=O)C1,-3.9,4.5,-5.7,16.3,12.6,-22.2,-2.6,-26.4,14.9,-22.0,-29.0
COc1ccc(-c2csc(C(O)c3ccccc3)n2)cc1 (stereo not given),-39.6,3.7,-67.1,4.0,-31.3,-94.1,-1.0,/,-71.4,-105.0,-105.0
N/C(Cc1ccc(Cl)cc1Cl)=N\OC(=O)c1ccccc1F,-18.0,-2.5,-43.1,-1.3,15.2,-35.7,14.6,-12.5,-89.1,-39.2,-51.9
O=C(Nc1cccc(Cl)c1)c1ccc(Cn2cc(Cl)cn2)cc1,2.8,-5.5,-42.4,-5.3,-27.8,-17.1,2.6,0.1,-38.9,-32.5,-29.4
Cc1ccc(/C=C2\C(=O)Nc3ccccc32)o1,-7.0,14.8,-11.8,-1.2,5.8,7.0,-51.4,5.4,-10.2,11.7,-30.9
CCCC[C@@H]1CC2=C(C(=O)OC(C)(C)O2)[C@H](c2ccc(C(C)C)cc2)O1,12.0,/,/,6.0,9.5,/,/,/,-2.9,20.6,/
CCc1nc2c(cnn2-c2ccc(Cl)cc2)c(=O)n1-c1ccc(OC)cc1,-10.8,-13.8,4.8,20.0,8.8,8.8,20.4,-0.3,17.8,8.8,19.3
O=C(/C=C\c1cn(-c2ccccc2)nc1-c1ccccc1)Nc1nccs1,-13.9,-38.3,-10.8,17.5,-8.2,-10.8,41.7,-28.1,-5.8,2.2,-13.2
O=C(NCc1ccc2c(c1)OCO2)C1CCN(c2nccc(C(F)(F)F)n2)CC1,8.3,-9.2,-1.1,-21.9,-0.5,13.2,5.7,4.2,14.6,-7.7,-57.2
CC1(C(=O)NCC2CCOCC2)Cc2c(-c3cccc(C(N)=O)c3)ccnc2O1 (stereo not given),-3.9,-5.0,-5.2,6.0,-1.6,-19.1,-14.7,/,-0.7,19.2,2.7
O=C(COC(=O)c1cccs1)Nc1ccccc1Cl,-19.5,-5.4,-5.9,-5.3,-12.7,6.0,21.5,7.2,-17.1,13.7,4.2
COc1ccccc1NC(=O)CSc1nnnn1-c1ccc(C)cc1,2.6,5.6,-7.6,2.5,3.3,-8.8,-18.9,0.8,6.3,-6.9,-9.7
Cc1ccc(S(=O)(=O)N2CC(O)CC2C(=O)Nc2ccc3c(c2)CCC3)cc1 (stereo not given),2.0,11.5,-0.2,-9.4,12.6,22.7,-0.5,5.0,22.0,1.0,-8.8
O=C1CCc2cc(Br)ccc2O1,-5.6,1.2,-5.8,-12.6,10.8,-12.7,9.0,-0.2,5.5,-22.8,15.7
COc1ccccc1C(=O)N1CCC(N2CCN(c3ccccc3OC)CC2)CC1,10.2,-7.8,-0.9,0.1,5.6,11.0,-7.1,3.6,12.0,1.6,-31.4
Cc1nc(C(C)N(C)Cc2nc(-c3ccc4c(c3)OCO4)no2)c(C)s1 (stereo not given),-9.1,8.0,-13.5,2.5,-19.7,-22.2,4.4,-14.0,-59.5,-2.3,-11.3
CC(=O)Oc1cccc(N2C(=O)c3ccc(C(=O)Nc4cccnc4)cc3C2=O)c1,-16.0,0.6,0.6,-0.7,-15.4,8.3,11.7,-12.1,6.1,-8.9,-1.0
COC(=O)C1=C(O)/C(=C\c2ccc(CNC(=O)C(=O)Nc3ccc(C)cc3)o2)N=C1C,10.3,-2.1,-1.4,-12.2,-0.9,-17.6,9.1,-12.5,-14.1,-23.5,-5.4
COc1ccc(-c2cc3c(=O)n(CC(=O)N4CCCCC4)ncn3n2)cc1,1.0,-5.9,-2.3,16.1,24.7,2.2,-5.6,-9.1,-6.4,-6.0,-19.6
O=C(COc1ccccc1F)NCC(c1ccco1)N1CCCC1 (stereo not given),2.0,-6.3,2.8,1.4,5.5,3.1,10.4,6.7,-4.7,-0.6,-3.8
Cc1[nH]c2ccc(F)cc2c1CCN(Cc1cccnc1)C(=S)Nc1ccc(F)cc1,5.7,-0.6,12.2,-5.6,16.4,4.7,13.0,5.7,3.5,-9.6,11.4
Cc1ccc(S(=O)(=O)N(C)c2ccc(C(=O)NCC(c3ccco3)N(C)C)cc2)cc1 (stereo not given),12.2,-17.2,2.3,3.7,10.4,6.0,9.4,0.6,8.4,13.7,17.6
O=S(=O)(Nc1nc2ccccc2nc1NCc1ccco1)c1ccc(Cl)cc1,4.4,1.2,-6.5,-11.4,18.4,-41.2,-1.8,6.1,-3.3,-0.9,-21.0
COc1ccccc1CNC(=O)[C@H](C)NC(=O)C1CCN(C(=O)[C@@H]2CCCN2C(=O)OC(C)(C)C)CC1,-11.7,7.6,-11.9,-6.4,16.9,7.6,-0.5,1.3,-14.1,2.2,-2.7
